# FLuc modulator – qHTS profiling assay for firefly luciferase inhibitor/activator using purifed enzyme and Km concentrations of substrates (counterscreen for miR-21 project). purified FLuc, Km substrates, luminescence inhibition. Potency, µM (highest dose often 57.5 µM), without a hit: at the highest dose activity change, negative = inhibition, usual class: inhibitors. hit rate 6.9% among 360,000. AID 588342, 2011;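 also: potency is read from the fitted curve at half-maximal effect; plate controls were vehicle for no effect and reference inhibitor for full effect; nearly all actives have a fitted effect of over 55% in size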
# Target sequence (P08659 whole entry, looked up): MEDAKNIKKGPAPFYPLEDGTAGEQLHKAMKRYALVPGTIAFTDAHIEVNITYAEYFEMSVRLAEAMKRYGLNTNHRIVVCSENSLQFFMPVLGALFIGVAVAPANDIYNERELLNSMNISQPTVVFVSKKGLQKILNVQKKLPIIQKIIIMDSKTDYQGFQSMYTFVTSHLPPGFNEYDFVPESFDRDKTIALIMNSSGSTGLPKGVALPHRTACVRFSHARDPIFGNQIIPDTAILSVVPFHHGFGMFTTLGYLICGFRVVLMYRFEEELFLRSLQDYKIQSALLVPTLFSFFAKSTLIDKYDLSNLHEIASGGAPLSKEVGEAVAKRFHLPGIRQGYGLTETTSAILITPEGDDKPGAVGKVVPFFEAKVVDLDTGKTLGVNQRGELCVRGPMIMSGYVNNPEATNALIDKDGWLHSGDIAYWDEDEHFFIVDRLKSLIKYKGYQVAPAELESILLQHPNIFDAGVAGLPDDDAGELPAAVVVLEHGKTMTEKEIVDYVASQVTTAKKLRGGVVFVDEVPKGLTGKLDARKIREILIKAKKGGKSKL
#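 Purified P. pyralis luciferase (10nM final) with 10uM D-luciferin and 10uM ATP (Km levels) in 50mM Tris acetate pH 7.5, 10mM Mg acetate, 0.01% Tween-20, 0.05% BSA; qHTS 6-point titration, ~60 µM downward; luminescence read.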
# VP16 counter – VP16 counterscreen qHTS for inhibitors of ROR gamma transcriptional activity | Drosophila S2 Gal4-VP16 UAS-luciferase, luminescence, 20 h | AID 2546, 2010 | hit rate 3.5% among 310,000 | Potency, µM (doses to about 53.6 µM), inactives show at the highest dose activity, negative = inhibition, hits mostly inhibitors;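 also: Gal4-VP16 expression switched on by copper sulfate through the metallothionein promoter; potency is read from the fitted curve at half-maximal effect; % is scaled to controls: 0 for no effect and ±100 for the full control effect; nearly all actives have a fitted effect of over 50% in size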
# p53 reactivator – qHTS assay for re-activators of p53 using a Luc reporter | hit rate 0.063% among 320,000 | Potency, µM (series often up to 92.2 µM), inactives show at the top dose activity change, positive = activation, most hits filed as activators | H1299 p53-A138V BP100-luciferase reporter, luminescence, 24 h | AID 504706, 2011; also: potency is read from the fitted curve at half-maximal effect; % of control where 0% means no effect; nearly all actives have a fitted effect of over 45% in size
#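 p53-null H1299 cells stably carrying temperature-sensitive p53-A138V and a BP100-luciferase reporter were pinned with compounds (4-point, 1:5 series) and held 24 hrs at 37 deg C. Luminescence was read 10 min after detection reagent.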
# TRPV1 agonist – HTS Assay for Compounds that Act as Agonists of the Vanilloid Receptor 1; Transient receptor potential cation channel subfamily V member 1 (Homo sapiens), Q8NER1; TRPV1-expressing cells, Fluo-8 calcium influx, agonist mode; activation, % at 8.33 µM; hit rate 0.19% among 320,000; AID 540275, 2011; in the data active = activation above about 80%; inconclusive = between about 30% and that limit; also: 0% is about no effect
#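 TRPV1-expressing cells were cultured overnight at 35.5C and loaded with Fluo-8 calcium dye for 40 to 90 min at room temperature. After a 10 s baseline, compound was added and calcium influx was read kinetically for 3 min (ex 480/em 520 nm).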
# BRCA1 expr up – qHTS Assay to Identify Small Molecule Activators of BRCA1 Expression; MCF7-BRCA1-FFLuc reporter, luminescence, 48 h; response scale: scaled: vehicle 0%, 10 µM genistein 100%; Potency, µM (series often up to 46.1 µM), for inactives: at the highest dose activation, most hits filed as activators; AID 624202, 2012; hit rate 1.1% among 380,000; also: potency is read from the fitted curve at half-maximal effect; nearly all actives have a fitted effect of over 80% in size; some results filed as inactive show a strong effect at the top dose
#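 Quantitative HTS in MCF7 cells stably reporting BRCA1 expression via firefly luciferase. Compound treatment lasts 48 h at 37 °C in phenol-red free MEM. Activation is expressed relative to genistein at 10 microM and DMSO.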
# NPC1 prom act – qHTS Assay for NPC1 Promoter Activators | Huh7 NPC1 promoter luciferase reporter, 24 h | Potency, µM (series often up to 9.22 µM), without a hit: top-dose activation, usual class: activators | hit rate 2.4% among 320,000 | AID 485313, 2010;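 also: potency is read from the fitted curve at half-maximal effect; % of control where 0% means no effect; nearly all actives have a fitted effect of over 60% in size; reporter is driven by a mutant NPC1 promoter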
#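 NPC1 promoter–luciferase Huh7 cells; 24 h compound; luminescence.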
# ELG1 genotox – qHTS screen for small molecules that induce genotoxicity in human embryonic kidney (HEK293T) cells expressing luciferase-tagged ELG1; HEK293T ELG1-luciferase reporter, luminescence, 16 h; Potency, µM (series often up to 46 µM), without a hit: at the top dose activity change, positive = activation, hits mostly activators; hit rate 1.3% among 330,000; AID 504466, 2011; also: potency is read from the fitted curve at half-maximal effect; % of control where 0% means no effect; nearly all actives have a fitted effect of over 60% in size
#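 Genotoxic stress is detected as increased luminescence from luciferase-tagged ELG1 in HEK293T cells, measured with ONE-Glo after a 16 hr treatment at 37 °C.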
# Tb PFK inh – qHTS Assay to Find Inhibitors of T. brucei phosphofructokinase; hit rate 0.17% among 330,000; T. brucei PFK, ADP-Glo luminescence; ATP-dependent 6-phosphofructokinase (Trypanosoma brucei brucei), O15648; Potency, µM (highest dose often 57.5 µM), inactives show at the top dose activity, negative = inhibition, usual class: inhibitors;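 also: potency is read from the fitted curve at half-maximal effect; 0% = uninhibited 1x PFK enzyme wells and -100% = no-enzyme wells; nearly all actives have a fitted effect of over 60% in size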
# Target sequence (O15648 whole entry, looked up): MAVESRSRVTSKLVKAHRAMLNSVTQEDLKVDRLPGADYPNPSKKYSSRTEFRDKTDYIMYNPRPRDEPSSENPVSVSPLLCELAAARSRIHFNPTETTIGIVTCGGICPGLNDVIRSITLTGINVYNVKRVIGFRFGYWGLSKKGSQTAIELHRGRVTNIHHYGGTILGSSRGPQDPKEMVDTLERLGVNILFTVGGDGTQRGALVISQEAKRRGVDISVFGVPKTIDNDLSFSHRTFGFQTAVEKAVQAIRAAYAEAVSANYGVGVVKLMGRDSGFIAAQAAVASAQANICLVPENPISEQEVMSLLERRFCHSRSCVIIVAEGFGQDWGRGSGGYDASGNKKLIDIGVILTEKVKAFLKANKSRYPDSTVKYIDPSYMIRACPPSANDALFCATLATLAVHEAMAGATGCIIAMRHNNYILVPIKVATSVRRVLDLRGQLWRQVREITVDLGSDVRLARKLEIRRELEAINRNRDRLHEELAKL
#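 Activity is normalized to no-enzyme wells (full inhibition) and 1.25 nM enzyme wells (no inhibition). Reaction: 0.5 mM F6P, 0.1 mM ATP, 45 min RT, ADP-Glo luminescence; concentration-response curves fitted and classed by quality.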
# Rab9 promoter act – qHTS Assay for Rab9 Promoter Activators | Huh7 Rab9 promoter-luciferase reporter, luminescence, 24 h | Potency, µM (highest dose often 9.22 µM), without a hit: at the highest dose activation, negative = inhibition, hits mostly activators | hit rate 2.8% among 320,000 | AID 485297, 2010; also: potency is read from the fitted curve at half-maximal effect; % of control where 0% means no effect; nearly all actives have a fitted effect of over 60% in size
#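 Huh7 cells stably carrying Rab9 promoter–luciferase reporter, plated 1500 cells/well, compound added after 2 h and incubated 24 h at 37 °C; luciferase luminescence then read after 10 min with detection reagent.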
# ELG1 repair inh – qHTS screen for small molecules that inhibit ELG1-dependent DNA repair in human embryonic kidney (HEK293T) cells expressing luciferase-tagged ELG1. AID 504467, 2011. hit rate 2.3% among 330,000. HEK293T ELG1-luciferase reporter, luminescence, 16 h; DNA damage induced by 5-fluorouridine. Potency, µM (highest dose often 46.1 µM), for inactives: at the highest dose activity change, negative = inhibition, actives largely listed as inhibitors; also: potency is read from the fitted curve at half-maximal effect; % is scaled to controls: 0 for no effect and ±100 for the full control effect; nearly all actives have a fitted effect of over 55% in size
#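 Step one: seed 2,000 cells per well. Step two: pin-transfer compound or DMSO alongside 5-fluorouridine. Step three: incubate 16 hr, 37 °C, 5% CO2. Step four: add ONE-Glo, wait 30 min, read luminescence.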
# RORgamma inh – qHTS for inhibitors of ROR gamma transcriptional activity. Nuclear receptor ROR-gamma (Mus musculus), P51450. Drosophila S2 Gal4-RORgamma UAS-luciferase reporter, 20 h. Potency, µM (top dose mostly 53.6 µM), for the others: at the top dose activity change, negative = inhibition, actives largely listed as inhibitors. hit rate 5.4% among 310,000. AID 2551, 2010; also: potency is read from the fitted curve at half-maximal effect; % is scaled to controls: 0 for no effect and ±100 for the full control effect; nearly all actives have a fitted effect of over 60% in size
#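 Using a luciferase readout, inhibitors were identified by reduced reporter activity in Drosophila cells coexpressing a copper-inducible Gal4–ROR gamma fusion and UAS-driven Photinus luciferase, incubated 20 hr after 700 uM copper sulfate.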
# Starred values were filed as active, the others as inactive; ? = inconclusive; . = not tested or not shown; & = joins results of further samples; [ ] = dose if it differs, or a comment. Unless noted, calls follow the shape of the dose curve; as a rule, active = well fitted curve in the direction sought with a large enough effect; inconclusive = small, poorly fitted or top-dose-only effect, or another doubt; inactive = no such curve, though single readings can be large; an effect the other way counts as inactive or inconclusive.
SMILES,FLuc modulator,VP16 counter,p53 reactivator,TRPV1 agonist,BRCA1 expr up,NPC1 prom act,ELG1 genotox,Tb PFK inh,Rab9 promoter act,ELG1 repair inh,RORgamma inh
COc1ccccc1OCC(=O)N/N=C1\CCCCc2ccccc21,-17%,10%,-1%,.,17%,1%,-7%,-4%,-2%,?,22%
O=C1Nc2ccccc2/C1=N\N1CCOCC1,2%,6%,3%,1,0%,0%,5%,-3%,-2%,0%,-9%
O=C(NCCc1ccccn1)c1cc(-c2ccccc2Cl)nc2ccccc12,5%,?,-28%,?,-5%,1%,-2%,-10%,9%,?,?
CCOC(=O)C1CCCN(S(=O)(=O)c2ccc3ccccc3c2)C1 (stereo not given),2%,1%,-8%,25,-3%,-2%,-4%,-1%,0%,?,-4%
O=C(OCc1nnc(-c2ccccc2)o1)c1ccco1,24µM*,-6%,17%,-3,0%,5%,5%,2%,1%,12%,-2%[10 µM]
N#C/C(C(=O)NCc1ccccc1)=C1/N=C(NC(=O)c2ccco2)c2ccccc21,2%,-1%,0%,9,10%,1%,-4%,0%,0%,1%,3%
Cc1ccc2c(c1)N(C(=O)CCC(=O)NCCCN1CCN(C)CC1)CC(C)O2 (stereo not given),-2%,-11%,9%,-3,-9%,6%,-5%,-3%,-1%,0%,-3%
O=C(NCCCN1CCCC1=O)[C@H](CSCc1ccccc1)N1Cc2ccccc2C1=O,1%,-2%,-4%,-1,2%,-1%,2%,1%,-3%,3%,32%
COc1cccc(NC(=O)c2ocnc2C)c1,?,13%,?,14,86%,28%,16%,3%,30%,?,11%
COc1ccc(N2CC(C(=O)Nc3ccncc3)CC2=O)cc1 (stereo not given),1%,1%,-5%,-3,10%,-4%,-1%,14%,-3%,20%,-3%
CCC(C(=O)Nc1nc(C)c(C(=O)OC)s1)c1ccccc1 (stereo not given),-1%,-22%[10 µM],18%,-3,-2%,-11%,-7%,-2%,-3%,?,4%
COc1ccc(OCCSc2nnc(CCNC(=O)c3ccc(Cl)c(Cl)c3)n2C)cc1,-5%,-12%,-5%,-1,7%,0%,-13%,2%,0%,?,?
CC(=O)c1ccc(NC(=O)c2ccc(-n3cnnn3)cc2)cc1,-13%,.,6%,28,-1%,-5%,1%,25%,-1%,15%,.
O=S(=O)(c1cccc2cccnc12)n1cnc2ccccc21,5%[2.3 µM],11%,-6%,11,-13%,0%,0%,4%,1%,1%,2%
Cc1cccc(OCC(=O)NNC(=O)C2CCN(c3ncnc4sc(C)c(C)c34)CC2)c1,-1%,.,-13%,-2,-36%,-2%,-2%,-3%,-3%,?,.
CCCCCCCNC(=O)COc1ccc2c(c1)C(=O)CC(C)(C)O2,-7%,-14%,-4%,8,4%,-4%,-4%,0%,-4%,-9%,21%
CCOC(=O)Nc1nc2ccccc2s1,6.7µM*,-7%,?,1,5.6µM*,3.2µM*,3.7µM*,0%,3.5µM*,?,6%
Cc1oc2cc3oc(=O)c(CCC(=O)N[C@H](C(=O)O)C(C)C)c(C)c3cc2c1C,?,-11%,10%,-2,6%,-4%,0%,4%,7%,?,-10%
O=C(NNc1ccc(Cl)nn1)c1ccc(Cl)cc1,1%,25%,3%,-1,10%,-5%,1%,-16%,-1%,-1%,?
Cc1ccc(NC(=O)C2CCCN(S(=O)(=O)c3cccc4cccnc34)C2)cc1 (stereo not given),3%&-13%,-1%,-9%,2,-23%,-3%,-11%,6%,-3%,-4%,32%
COc1cc2c(=O)n(CC3CCCO3)c(=O)n(CC(=O)Nc3cccc(Cl)c3)c2cc1OC (stereo not given),-4%,11%,-2%,-2,-21%,1%,-1%,1%,-5%,?,12%
COC(=O)c1sccc1NC(=O)CC1C(=O)NCCN1C(=O)c1ccc(C)c(C)c1 (stereo not given),5%,5%,-2%,5,-11%,1%,0%,1%,-5%,4%,2%
COCCCN1C(=O)C2C(C(=O)Nc3cccc(Cl)c3)C3C=CC2(O3)C1C(=O)NC1CCCCC1 (stereo not given),7%,-3%,-3%,0,2%,-8%,-2%,1%,-1%,-1%,-6%
CCOc1cc(/C=N/NC(=O)C(C)Sc2ccccn2)ccc1O (stereo not given),-3%,-11%,-13%,-1,-13%,0%,-1%,-1%,-8%,-4%,-22%
CN1CCOCCOCCN(C)C(=O)N2CCOCCOCCN(CCOCC2)C1=O,14%,-5%,0%,1,6%,3%,-3%,0%,-5%,0%,-2%

# (cont.)
SMILES,FLuc modulator,VP16 counter,p53 reactivator,TRPV1 agonist,BRCA1 expr up,NPC1 prom act,ELG1 genotox,Tb PFK inh,Rab9 promoter act,ELG1 repair inh,RORgamma inh
CCSc1nnc(NC(=O)CN2C(=O)NC3(CCCC3)C2=O)s1,5%,.,-2%,-4,2%,1%,1%,-3%,-11%,13%,.
O=C(CCC(=O)N1CCOc2ccccc21)NCCN1CCOCC1,0%,0%,8%,-1,31%,0%,1%,-2%,1%,15%,-8%
O=C(Nc1cccc(-c2cccc(F)c2)c1)C1CCN(C2CCOCC2)CC1,-1%,1%,-18%,4,-18%,3%,-1%,-2%,-2%,8%,2%
Cc1cccc(N2CC(C(=O)Nc3nnc(SCc4ccccn4)s3)CC2=O)c1 (stereo not given),0%,3%,-7%,0,-17%,-7%,5%,2%,-8%,-1%,24%
CSCc1cc(N(C)c2ccccc2)nc(-c2ccccn2)n1,3%,3.2µM*,-2%,12,-49%,-4%,-13%,0%,-14%,?,0.56µM*
Cc1cc(NC(=O)CSc2nnc(-c3cccnc3)n2C2CCCCC2C)no1 (stereo not given),4%,17%,-2%,3,0%,-1%,-6%,6%,-3%,14%,4%
COc1ccc(-c2nnc(N(C)C(=O)c3ccco3)s2)cc1OC,-11%,4%,6%,1,38%,15%,10%,0%,26%,?,7%
CC(=O)Nc1ccc(/C=C(\C#N)C(=O)NC2CCCCC2C)cc1 (stereo not given),-1%,0%,2%,19,0%,1%,12%,1%,2%,-1%,7%
CCCc1cc(=O)[nH]c(SCC(=O)NCCCC(=O)OCC)n1,-1%,-10%,24%,3,-8%,-8%,-5%,3%,0%,0%,-5%
CCOC(=O)C1=C(C)NC(=O)NC1c1ccc(OCC(=O)OC)c(OC)c1 (stereo not given),3%,-3%,16%,2,-10%,-2%,2%,3%,-3%,15%,6%
CC(=O)Nc1c2c(nn1-c1ccccc1C)CS(=O)C2 (stereo not given),7%,-3%,-7%,-1,0%,-1%,1%,0%,-6%,0%,-5%
CCCOc1ccc(-c2nc(N)n[nH]2)cc1,13µM*,-9%,13%,-1,93%,?,?,5%,36%,?,2%

# Six compounds drawn at random from the list so far, as already listed:
SMILES,FLuc modulator,VP16 counter,p53 reactivator,TRPV1 agonist,BRCA1 expr up,NPC1 prom act,ELG1 genotox,Tb PFK inh,Rab9 promoter act,ELG1 repair inh,RORgamma inh
COc1ccc(-c2nnc(N(C)C(=O)c3ccco3)s2)cc1OC,-11%,4%,6%,1,38%,15%,10%,0%,26%,?,7%
O=C(CCC(=O)N1CCOc2ccccc21)NCCN1CCOCC1,0%,0%,8%,-1,31%,0%,1%,-2%,1%,15%,-8%
O=C(Nc1cccc(-c2cccc(F)c2)c1)C1CCN(C2CCOCC2)CC1,-1%,1%,-18%,4,-18%,3%,-1%,-2%,-2%,8%,2%
CCSc1nnc(NC(=O)CN2C(=O)NC3(CCCC3)C2=O)s1,5%,.,-2%,-4,2%,1%,1%,-3%,-11%,13%,.
Cc1cc(NC(=O)CSc2nnc(-c3cccnc3)n2C2CCCCC2C)no1 (stereo not given),4%,17%,-2%,3,0%,-1%,-6%,6%,-3%,14%,4%
CC(=O)Nc1ccc(/C=C(\C#N)C(=O)NC2CCCCC2C)cc1 (stereo not given),-1%,0%,2%,19,0%,1%,12%,1%,2%,-1%,7%

# Screens deposited in PubChem BioAssay by National Center for Advancing Translational Sciences (NCATS).

# Rows are unselected; 15% or so of the library scored in one or more.
